Screening data: PubChem, several laboratories
TLR9-MyD88 block – inhibitors of human TLR9-MyD88 binding. 340,000 tested, 0.21% active. CHO BLA complementation TLR9-MyD88, CCF4 FRET ratio. inhibition, % at 4.98 µM. AID 504734. Q9NR96+Q99836;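 active = inhibition above the mean over all tested compounds plus 3 SD, cut at about 21% in these data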;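 also: 0% = DMSO only wells and 100% = clavulanate BLA inhibitor control wells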
NR2F2 inh – NR2F2 (human) inhibition, primary screen; P24468; HEK293T NGFI-A luciferase reporter, luminescence; inhibition, % at 8.6 µM; 370,000 tested, 0.7% active; AID 686940;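 active = inhibition above a per-plate cutoff, mean inhibition of test wells between control levels plus 3 SD, cut at about 38% in these data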;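 also: cells cotransfected with COUP-TFII expression vector driving the NGFI-A reporter; 0% = median of COUP-TF2 test wells and 100% = reporter-only cells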
Target sequence (P24468 whole entry, looked up): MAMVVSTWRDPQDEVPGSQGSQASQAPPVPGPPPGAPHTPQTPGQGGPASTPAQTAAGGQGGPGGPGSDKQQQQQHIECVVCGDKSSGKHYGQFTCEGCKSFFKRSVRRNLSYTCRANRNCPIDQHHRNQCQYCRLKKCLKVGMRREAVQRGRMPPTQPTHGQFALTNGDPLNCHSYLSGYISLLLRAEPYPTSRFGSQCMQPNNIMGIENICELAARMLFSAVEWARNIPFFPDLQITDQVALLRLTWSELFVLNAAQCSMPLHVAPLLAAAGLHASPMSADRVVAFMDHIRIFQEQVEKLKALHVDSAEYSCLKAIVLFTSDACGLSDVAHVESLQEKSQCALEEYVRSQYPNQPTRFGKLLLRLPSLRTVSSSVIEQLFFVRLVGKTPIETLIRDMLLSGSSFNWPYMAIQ
TROY signal inh – TROY signaling inhibition | Q293 LMP1-TROYcd NF-kB luciferase reporter, 4 h | inhibition, % at 10 µM | 360,000 tested, 0.98% active;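 active = compounds whose plate-normalised and pattern-corrected inhibition of the luciferase reporter signal at the single screening dose is 50% or more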
LRH-1 inv ag – inverse agonists of human LRH-1 (NR5A2); O00482; HEK293T StAR-luciferase reporter, LRH-1 transfected, 24 h; inhibition, % at 3.6 µM; 360,000 tested, 0.13% active; AID 602396;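 active = inhibition above the mean inhibition of all tested compounds plus 3 SD, cut at about 73% in these data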;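 also: 0% = DMSO wells and 100% = reporter-only cells lacking LRH-1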
NCOA2 inhibitor – human SRC2 (NCOA2) inhibition. Q15596. HEK293 GAL4-SRC2 luciferase reporter, luminescence. inhibition, % at 9 µM. 370,000 tested, 0.17% active;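 active = inhibition above the mean inhibition of all tested compounds plus 3 SD, set per campaign, cut at about 52% in these data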;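 also: 0% = DMSO treated cells and 100% = cells given Gossypol at 36 µM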
C8 TRAIL sens – caspase-8 TRAIL sensitization. 360,000 tested, 1% active. NB7+C8 cells + TRAIL, ATPlite viability luminescence. inhibition (viability loss, TRAIL sensitization), % at 10 µM;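 active = compounds causing at least 50% loss of cell viability in the single-dose screen, relative to plate controls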
EBV LMP1 NFkB – inhibitors of Epstein-Barr LMP1-induced NF-kappaB reporter. LMP1-induced NF-kappaB luciferase reporter cells, luminescence. inhibition, % at 12.5 µM. 350,000 tested, 0.69% active. AID 504558; in the data active = inhibition above about 41%; inconclusive = no clear call, values can overlap the other calls;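 also: 0% = neutral control wells and 100% = reference inhibitor control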
NCOA3 inh – inhibitors of human steroid receptor coactivator 3 (SRC3). Q9Y6Q9. HEK293 GAL4-SRC3 luciferase reporter, luminescence. inhibition, % at 3.6 µM. 360,000 tested, 0.17% active;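 active = inhibition above a per-campaign cutoff, the mean of all compounds plus 3 SD, cut at about 60% in these data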;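 also: 0% = DMSO-treated cells and 100% = gossypol-treated cells at 36 µM; higher means less SRC3-driven luciferase light from the GAL4 reporter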
Vif inh – inhibitors of HIV Vif | HEK293T cells, Vif self-association by quenched fluorescence, imaging, 24 h | inhibition, % at 7.49 µM | 340,000 tested, 0.35% active; in the data active = inhibition above about 50%, passing the limit was not always enough; inconclusive = no clear call, values can overlap the other calls; inactive = below about 31%; also: some results filed as inactive read as strong as hits
SRC1 inh – inhibits human SRC1 coactivator. Q15788. HEK293 GAL4-SRC1 luciferase reporter, luminescence. inhibition, % at 3.6 µM. 360,000 tested, 0.12% active. AID 588354;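 active = inhibition above the campaign mean plus 3 SD, with each screening campaign given its own cutoff, cut at about 60% in these data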;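 also: 0% = DMSO treated cells and 100% = gossypol at 36 µM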
NOD2-RIPK2 inh – NOD2-RIPK2 protein interaction inhibition; inhibition, % at 4.98 µM; CHO BLA complementation NOD2-RIPK2, CCF4 ratio; O43353; 360,000 tested, 0.38% active; in the data active = inhibition above about 21%;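 also: 0% = vehicle only and 100% = reference blocker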
Target sequence (O43353 whole entry, looked up): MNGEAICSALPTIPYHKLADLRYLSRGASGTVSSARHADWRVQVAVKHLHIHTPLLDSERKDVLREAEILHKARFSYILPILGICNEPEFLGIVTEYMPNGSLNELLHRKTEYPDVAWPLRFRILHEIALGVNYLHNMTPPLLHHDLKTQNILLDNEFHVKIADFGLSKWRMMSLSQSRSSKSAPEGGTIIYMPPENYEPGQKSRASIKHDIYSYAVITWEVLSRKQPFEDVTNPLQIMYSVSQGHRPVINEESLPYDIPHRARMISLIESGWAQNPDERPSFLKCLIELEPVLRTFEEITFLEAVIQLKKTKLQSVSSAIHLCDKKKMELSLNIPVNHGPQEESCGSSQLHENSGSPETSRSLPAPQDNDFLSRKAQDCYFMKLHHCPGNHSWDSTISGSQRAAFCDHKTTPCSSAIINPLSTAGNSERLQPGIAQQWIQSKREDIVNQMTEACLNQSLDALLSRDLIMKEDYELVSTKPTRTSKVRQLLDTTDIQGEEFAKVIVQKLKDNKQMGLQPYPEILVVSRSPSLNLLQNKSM
* marks the source's active call; other numbers are inactive results; ? = inconclusive; · = no result given.

Every second line gives: TLR9-MyD88 block	NR2F2 inh	TROY signal inh	LRH-1 inv ag	NCOA2 inhibitor	C8 TRAIL sens	EBV LMP1 NFkB	NCOA3 inh	Vif inh	SRC1 inh	NOD2-RIPK2 inh
[1] Cc1ccc(C(=O)NCC(=O)OCC(=O)c2c(N)n(C)c(=O)n(C)c2=O)s1
→ -1	7	12	15	-11	-8	1	1	-1	-2	-6
[2] O=C(N/N=C/c1cccnc1)C12CC3CC(CC(C3)C1)C2
→ 13	9	-11	20	-16	-4	-6	5	0	-5	4
[3] COc1ccc(OC)c(C(=O)Cn2nnc3ccccc3c2=O)c1
→ -2	8	-4	6	7	8	-14	15	-4	3	-11
[4] O=C1C2CC=C(Cl)CC2C(=O)N1CCCCCCN1C(=O)C2CC=C(Cl)CC2C1=O (centres undefined)
→ -4	15	-2	-17	3	8	-13	6	-3	6	-3
[5] CCc1nnc(NC(=O)c2ccc(COc3ccccc3C)o2)s1
→ 1	7	0	-3	3	1	-3	9	-4	6	-13
[6] COc1cccc(/C=C/c2ccc3cccc(O)c3n2)c1
→ 1	-28	50*	-136	-88	36	-4	-137	-9	-128	3
[7] COc1ccc(CCNC(=O)CN(c2ccc(OC)c(OC)c2)S(C)(=O)=O)cc1OC
→ 1	-22	11	-24	23	10	-2	12	1	10	-3
[8] CC(=O)c1cccc(OCC(=O)Nc2ccccc2N2CCOCC2)c1
→ -5	9	-4	-2	13	-14	-1	-1	-1	2	-5
[9] CC(COc1ccccc1)N(CCCl)Cc1ccccc1 (centres undefined)
→ 7	7	14	-15	-5	-2	3	-5	-9	4	-11
[10] CCCc1ccc(C(=O)COC(=O)CN2C(=O)NC3(CCCCC3C)C2=O)cc1 (centres undefined)
→ -1	12	3	6	2	-6	-1	-15	0	11	-1
[11] CC(=O)N(c1ccc(C(F)(F)F)cc1)S(=O)(=O)c1ccc(N2C(=O)CCC2=O)cc1
→ -4	4	10	14	16	-13	20	16	-1	22	-9
[12] COc1cc(C)c(C(C)C)cc1S(=O)(=O)n1cnc(C)c1
→ 10	-2	-1	36	12	26	-1	-24	-7	-3	-2
[13] C[C@@H](NC(=O)[C@@H]1Cc2ccccc2CN1)C(=O)Nc1ccc2c(c1)OCO2
→ -1	12	-68	-9	-48	-4	-12	4	13	-17	-1
[14] CC1CCN(C(=S)NC(=O)c2ccccc2)CC1
→ 5	7	15	28	6	-17	2	15	13	0	3
[15] CCN(Cc1ccncc1)C(=O)c1cc(COc2c(C)cccc2C)on1
→ -8	19	-25	-21	9	17	-7	-7	2	-15	-11
[16] CCCc1ccc2oc(C(=O)N(Cc3ccncc3)CC3CCCO3)c(C)c2c1 (centres undefined)
→ -1	-6	-3	23	-6	6	11	14	-16	-18	4
[17] N/C(=N\OC(=O)c1ccco1)c1ccc(Br)cc1
→ 5	-39	-46	-117	-30	3	-27	-122	2	-89	9
[18] CCOc1ccc(CONS(=O)(=O)c2ccc(NC(C)=O)cc2)cc1Cl
→ -6	31	-2	5	13	-6	4	-1	3	-8	5
[19] CC1(NC(=O)NCCCCCCNC(=O)NC2(C)CCS(=O)(=O)C2)CCS(=O)(=O)C1 (centres undefined)
→ -9	10	-18	-8	3	6	-8	-6	19	0	-3
[20] Cc1ccc(C(=O)Nc2ccnc(-c3cccnc3)n2)cc1
→ 9	10	-33	-15	-12	-8	-4	-57	-12	-24	-4
[21] Cc1ccc(N(CC(=O)Nc2ccc3c(c2)OCCO3)S(C)(=O)=O)cc1
→ 0	-5	3	-43	-34	-5	-6	-67	2	-46	4
[22] COc1ccc(NS(=O)(=O)c2cc(NC(=O)CCc3ccccc3)ccc2N2CCOCC2)cc1
→ 3	12	4	-11	12	-6	2	7	-7	-11	-6
[23] COc1ccc(CCN2CC(C(=O)NCc3c(C)n[nH]c3C)CCC2=O)cc1 (centres undefined)
→ -4	9	-14	1	-7	16	2	-12	1	11	1
[24] Cc1nc2nc(C)c(C)nc2nc1C
→ ·	7	-8	7	-6	-10	·	-52	28	-18	0
[25] COC(=O)c1ccc(CN2CCN(CCCc3ccccc3)C(CCO)C2)cc1 (centres undefined)
→ -2	-6	-6	-20	-30	1	3	19	2	10	-7
[26] CN(CC(=O)Nc1cccc(C(F)(F)F)c1)C1=NS(=O)(=O)c2ccccc21
→ -11	2	-12	-28	-1	6	2	-1	10	-1	11
[27] CCOC(=O)c1c(NC(=O)c2ccoc2C)sc(C)c1C
→ 16	3	4	-2	-9	-14	8	26	-19	-10	-14
[28] COc1ccc([N+](=O)[O-])cc1NC(=O)C(C)OC(=O)c1ccccc1C(=O)c1ccc(Cl)cc1 (centres undefined)
→ -8	-7	2	4	-12	8	3	15	5	-6	-3
[29] O=C(NCCc1ccc(C(F)(F)F)cc1)c1ccc2c(c1)OCO2
→ 0	-32	-20	-7	6	-6	-1	-15	0	-7	-1
[30] CC(C)c1ccc(NC(=O)C(c2ccccc2)N2CCOCC2)cc1 (centres undefined)
→ 9	-36	29	1	-5	5	0	-7	·	0	-19
[31] Cc1ccccc1/C=N/n1c(COc2ccccc2)n[nH]c1=S
→ 1	4	0	-1	1	-12	·	-3	-4	-21	-9
[32] CC1CCN(c2ncccc2C(=O)O)CC1
→ -1	9	8	-4	-11	-4	-3	3	2	-18	-2
[33] CC(C)(C)c1ccc(CC(=O)N2CCC2(C)C(=O)NS(=O)(=O)Cc2ccccc2)cc1 (centres undefined)
→ ·	3	3	-9	10	-10	·	-10	0	-3	8
[34] O=C(Nc1ccsc1C(=O)O)c1cccc(Oc2ccccc2)c1
→ 3	-19	53*	-121	-58	49	-25	-122	?	-92	-5
[35] COc1ccc(Cc2nnc(SCc3c(C)noc3C)n2C2CCCCC2)cc1OC
→ 7	-19	-27	5	-5	-11	1	21	4	-7	-12
[36] CS(=O)(=O)N1CCN(c2ccccc2NC(=O)Cc2ccc(Cl)cc2)CC1
→ 4	5	20	-2	-15	-3	-4	5	19	18	3
[37] CCOc1ccc(/C=N/NC(=O)C2CC2)c(OCC)c1
→ -1	-11	25	-9	22	6	4	-9	-7	-75	6
[38] CCS(=O)(=O)c1ccc(O)c(NC(=O)/C=C/c2ccccc2)c1
→ -2	-34	-45	-74	-30	10	-14	-40	-4	-41	-10
[39] Fc1ccc(CSc2ccc(-c3cccs3)nn2)cc1
→ -4	-29	-46	-22	-10	4	-19	-63	-7	-70	6
[40] O=C(Cn1cc([N+](=O)[O-])ccc1=O)NCC(=O)Nc1ccc(F)c(F)c1F
→ -12	0	-2	-6	13	12	5	-8	-3	-2	-3
[41] CCn1cc(C(=O)OC)c(=O)c2ccc(C)nc21
→ 0	-2	3	14	12	-3	1	18	-4	-18	-6
[42] O=C(Nc1cccc2ncccc12)c1cccnc1
→ 0	6	28	9	-40	3	0	13	3	-24	-15
[43] O=[N+]([O-])c1ccc(N=NN(CCO)CCO)cc1
→ 1	12	-8	8	-8	0	6	6	-5	-11	-9
[44] CCOC(=O)[C@H]1[C@H]2COc3ccc(Cl)cc3[C@@H]2N2C(=O)c3cc(OC)ccc3NC(=O)[C@@]12C
→ 0	-18	-7	9	-17	11	-3	1	-2	2	0
[45] C/C(=N/NC(=O)c1cccs1)c1ccc(N2CCOCC2)cc1
→ -6	-33	-41	-146	-85	12	2	-50	-14	-101	-9
[46] CCOc1ccc(NCc2ccccc2OCc2cccc(F)c2)cc1
→ 0	1	-7	-18	-19	10	-2	4	0	-1	-3
[47] COc1ccc(NC(=O)C(Sc2nnc(-c3ccncc3)n2-c2ccccc2C)c2ccccc2)cc1Cl (centres undefined)
→ -11	19	1	2	-19	-11	-3	12	-3	3	4
[48] CC(=O)N1CCN(Cc2cc(=O)oc3cc(C)c(C)cc23)CC1
→ ·	14	18	-11	-5	-7	·	-5	·	4	9
[49] S=c1[nH]nc(-c2ccccn2)n1/N=C/c1cccc(Cl)c1
→ 0	-12	-6	-6	3	1	-10	-1	-9	-3	-2
[50] O=C(COC(=O)CCCc1c[nH]c2ccccc12)Nc1ccc2c(c1)OCO2
→ 1	19	4	7	1	-7	-7	12	19	4	7
[51] Cn1c(N)c(C(=O)CSc2nnnn2-c2ccccc2)c(=O)n(C)c1=O
→ 0	-13	14	3	-21	12	-5	8	-6	-9	3
[52] O=S(=O)(Nc1ccccn1)c1cccc(S(=O)(=O)c2ccc(Cl)cc2)c1
→ -3	13	-7	-2	18	-18	5	8	-17	3	-8
[53] N/C(=N\OC(=O)CCCOc1ccccc1)c1cccc([N+](=O)[O-])c1
→ -6	-4	-21	0	3	2	-25	19	0	12	-9
[54] O=C1c2ccccc2NC(c2ccccc2Cl)N1N=C1CCCCCC1 (centres undefined)
→ -7	-39	-77	-81	-22	-7	-29	-22	13	-37	-8
[55] COc1ccc(-c2n[nH]c(C)c2-c2cnn(-c3ccccc3)c2)c(O)c1C
→ -2	-5	21	16	-24	-21	7	-5	-1	-2	-2
[56] Cc1cc(C(=O)O)cc(S(=O)(=O)NNC(=O)c2cccs2)c1C
→ -13	1	-5	0	0	15	0	9	-14	3	-8
[57] O=C(NC1CCN(C(=S)NCc2ccco2)CC1)NC12CC3CC(CC(C3)C1)C2
→ -4	11	1	-6	-14	-8	-5	27	-4	9	-7
[58] Cn1ncc(Br)c1C(=O)Nc1cccc(C(F)(F)F)c1
→ -7	-10	4	20	24	-9	-12	7	2	-31	-4
[59] CCOc1ccccc1Nc1nnc(SCC(=O)NC(Cc2c[nH]c3ccccc23)C(=O)O)s1 (centres undefined)
→ 3	6	-12	11	-22	3	14	7	9	-1	4
[60] COc1ccc(N2CCN(C(CNC(=O)C(=O)NCCCn3ccnc3)c3ccco3)CC2)cc1 (centres undefined)
→ 8	-3	27	3	9	-1	-5	2	8	11	2

New compounds follow:
Every second line gives: TLR9-MyD88 block	NR2F2 inh	TROY signal inh	LRH-1 inv ag	NCOA2 inhibitor	C8 TRAIL sens	EBV LMP1 NFkB	NCOA3 inh	Vif inh	SRC1 inh	NOD2-RIPK2 inh
[61] O=C(C1=C[C@H](c2ccc(C(F)(F)F)cc2)C[C@H](OCCCCO)O1)N1CCN(Cc2ccc3c(c2)OCO3)CC1
→ -8	16	-7	14	12	3	-1	0	-9	4	8
[62] CCOc1ccc(N2CC(C(=O)NCc3ccc(C)n3C)CC2=O)cc1 (centres undefined)
→ -1	3	17	-2	10	1	0	-13	-6	-18	5
[63] CCOC(=O)c1c(P(=O)(N2CCOCC2)N2CCOCC2)noc1N
→ 3	9	7	-9	1	-16	-6	8	0	10	11
[64] C[C@@H]1CCC[C@]2(O[C@H](CCO)C[C@H](O)[C@H]2O)O1
→ -6	-3	-17	-7	-5	-6	-1	6	-11	5	-3
[65] CC1=C(C#N)C(c2ccoc2)C(C(=O)OCc2ccccc2)=C(N)S1 (centres undefined)
→ 1	-2	9	11	-18	17	3	-2	3	-3	-12
[66] C1=C(CCNc2ncnc3c2cnn3-c2ccccc2)CCCC1
→ -4	-24	-79	-100	-50	19	-46	-92	-11	-101	1
[67] Cc1ccc(S(=O)(=O)n2c(CN3CCCC(C)C3)nc3ccccc32)cc1 (centres undefined)
→ -3	5	-8	8	-20	-13	-16	3	-2	-8	1
[68] COc1ccc(NC(=O)c2onc(C)c2Cl)cc1
→ -7	-39	-42	-67	-19	-2	-28	-67	2	-60	-4
[69] CCOC(=O)CC1(NC(=O)c2cc(COc3c(F)cccc3F)on2)CCCCC1
→ -3	2	-14	3	3	-30	1	-33	-19	-12	-6

An excerpt. The share of hits here may be higher or lower than overall.
